Screening results deposited in PubChem by several laboratories.
hcDAF12 agonist: activators of H. contortus DAF-12 nuclear receptor. activation, % at 6.8 µM. AID 652067. actives 1.4% (n = 370,000). HEK293 hcDAF-12 lit1-tk-luc reporter, luminescence; 0% DMSO, 100% Δ7-dafachronic acid;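 active = activation above the mean of all tested compounds plus 3 SD, cut at about 5.5% in these data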;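 note: 100% = response to 3 µM Δ7-dafachronic acid high control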
DAX1 inh-1: inhibitors of DAX1 repression of SF-1 activated StAR promoter; inhibition, % at 6.8 µM; actives 1.1% (n = 370,000); AID 652010; HEK293T StAR-luciferase reporter, SF-1/DAX-1 repression relief;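 active = inhibition above the mean over all tested compounds plus 3 SD, cut at about 3.6% in these data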;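 note: 0% = DAX-1 cells with DMSO and 100% = cells lacking DAX-1 with DMSO; higher inhibition means more luminescence from relief of DAX-1 repression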
GAA850 FXN act: activators of GAA850 frataxin (FXN) promoter; activation, % at 6 µM; actives 0.56% (n = 360,000); HEK293 lucGAA850 FXN promoter luciferase reporter, 24 h; percent of 10 µM SAHA response; AID 540364;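 active = activation above the average of all compounds screened plus 3 SD, cutoff fixed separately per campaign, cut at about 7.5% in these data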;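 note: 0% = DMSO wells and 100% = 10 µM SAHA wells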
sPLA2-III inh: Blocks human group III sPLA2 activity; Q9NZ20; QFRET BODIPY PC-A2 liposome hydrolysis, fluorescence; AID 743126; actives 0.56% (n = 370,000); inhibition, % at 12.2 µM;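 active = inhibition above mean plus 3 SD of compounds lying within the high and low control bounds, cut at about 19% in these data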;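 note: 0% = median of test compound wells and 100% = no enzyme DMSO wells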
hgDAF12 agonist: hgDAF-12 agonism, primary luciferase screen; AID 687014; activation, % at 6.8 µM; HEK293 GAL4-hgDAF12 UAS-luciferase reporter, agonist luminescence; normalized to butyrate control; actives 1.8% (n = 370,000);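 active = activation above a cutoff set at the mean of all screened compounds plus 3 SD, cut at about 10% in these data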;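 note: 0% = DMSO wells and 100% = sodium butyrate wells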
SMARCA2 act: activators of SMARCA2 function; MG213 cells, MMTV-luciferase reporter, dexamethasone, overnight; actives 1% (n = 370,000); AID 652017; activation, % at 9.1 µM; in the data active = activation above about 7.8%;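 note: 0% = vehicle wells and 100% = reference activator wells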
ssDAF-12 act: activates DAF-12 receptor from parasite S. stercoralis; HEK293 ssDAF-12/GRIP1 lit1-tk-luc reporter, luminescence; % of 3 µM dafachronic acid response; activation, % at 6.8 µM; actives 1% (n = 370,000); AID 652126;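 active = activation above the mean over all tested compounds plus 3 SD, cut at about 0.9% in these data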;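 note: 0% = DMSO-only wells and 100% = 3 µM delta7-dafachronic acid wells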
ADAM10 inh: inhibitors of human ADAM10. O14672. AID 720582. recombinant ADAM10, EDANS/DABCYL FRET peptide cleavage, 3 h. actives 0.62% (n = 370,000). inhibition, % at 7 µM;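 active = inhibition above a per-campaign cutoff equal to the mean of compounds falling between control-based bounds plus 3 SD, cut at about 20% in these data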;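 note: 0% = DMSO wells while the 100% control is not disclosed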
Target sequence (O14672 214-748 limits assumed): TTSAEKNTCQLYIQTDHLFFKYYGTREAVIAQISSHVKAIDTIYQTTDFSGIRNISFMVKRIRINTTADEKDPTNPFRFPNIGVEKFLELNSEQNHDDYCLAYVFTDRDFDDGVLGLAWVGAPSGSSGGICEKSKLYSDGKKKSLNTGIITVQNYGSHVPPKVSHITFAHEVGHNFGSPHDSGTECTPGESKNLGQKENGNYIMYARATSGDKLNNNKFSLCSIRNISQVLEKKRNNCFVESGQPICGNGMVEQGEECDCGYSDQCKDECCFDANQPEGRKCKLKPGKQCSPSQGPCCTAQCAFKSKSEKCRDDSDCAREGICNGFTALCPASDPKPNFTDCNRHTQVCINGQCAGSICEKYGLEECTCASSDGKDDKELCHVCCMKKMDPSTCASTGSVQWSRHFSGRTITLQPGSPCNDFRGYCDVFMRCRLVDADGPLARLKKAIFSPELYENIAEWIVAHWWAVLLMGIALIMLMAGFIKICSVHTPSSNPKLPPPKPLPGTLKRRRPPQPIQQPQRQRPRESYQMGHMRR
NPR1 activator: GC-A (human) enzyme activation | activation, % at 10 µM | actives 0.14% (n = 370,000) | HEK293 GC-A cells, cGMP TR-FRET, EC30 ANP; 0% at EC30 ANP, 100% saturating ANP; in the data active = activation above about 40%
NPR2 activator: GC-B (human) receptor activation; P20594; HEK293-GC-B cells, CNP EC30, cGMP TR-FRET; 0% at EC30 CNP, 100% saturating CNP; activation, % at 10 µM; actives 0.11% (n = 370,000);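 active = activation at 10 µM reaching about 35% in either raw or pattern-adjusted values, limit read from the data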
DAX1 inh-2: inhibitors of human orphan nuclear receptor DAX1 (NR0B1). P51843. HEK293 Gal4-DAX1 luciferase reporter, luminescence. inhibition, % at 6.75 µM. actives 0.99% (n = 340,000). AID 504766;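 active = inhibition above the mean over all tested compounds plus 3 SD, cut at about 4.2% in these data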;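 note: 0% = DAX1-transfected cells with DMSO and 100% = empty-vector control cells with DMSO; inhibition shows as a rise in luminescence from relieved DAX1 repression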
Target sequence (P51843 207-470 limits assumed): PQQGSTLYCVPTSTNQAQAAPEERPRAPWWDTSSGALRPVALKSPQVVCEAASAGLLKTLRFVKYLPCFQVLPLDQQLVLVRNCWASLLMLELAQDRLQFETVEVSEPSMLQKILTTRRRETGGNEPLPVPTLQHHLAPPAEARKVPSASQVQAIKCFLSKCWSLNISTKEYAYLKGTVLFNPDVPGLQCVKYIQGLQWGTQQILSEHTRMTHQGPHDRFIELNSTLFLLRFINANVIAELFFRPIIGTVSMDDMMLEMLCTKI
The depositor's hits bear a star; nt = no result given.

SMILES	hcDAF12 agonist	DAX1 inh-1	GAA850 FXN act	sPLA2-III inh	hgDAF12 agonist	SMARCA2 act	ssDAF-12 act	ADAM10 inh	NPR1 activator	NPR2 activator	DAX1 inh-2
O=C(NCc1ccccc1)[C@H]1CCCN1C(=O)[C@H]1CCCN1C(=O)c1ccc(F)cc1F	-0.5	0.6	nt	4	1.0	-1	0.0	-2	-2	-2	nt
CCOC(=O)CN(C)Cc1cn(C)nc1-c1ccc(Oc2ccccc2)cc1	-2.6	0.1	3.0	-8	-2.2	-2	-1.5	1	9	-6	-1.7
O=c1[nH]c(-c2ccccc2)nc2sc(-c3ccccc3)cc12	0.3	0.4	0.3	2	3.5	1	-0.5	-20	-5	1	1.8
CN(Cc1ccccc1)c1nc(-c2cccc([N+](=O)[O-])c2)nc2ccccc12	4.0	1.5	2.9	2	0.0	0	-0.1	1	9	15	-0.6
CSc1ncccc1C(=O)NC1CCCCCC1	-0.1	0.5	1.9	0	1.3	-3	-1.2	14	5	3	-0.5
COc1ccc(-n2nnnc2SCC(=O)Nc2cccc(O)c2)cc1	-2.8	-0.4	-0.9	-13	0.4	-1	-1.6	3	-8	-10	-0.8
Cc1nc(N2CCN(c3ccccn3)CC2)c2c(C)c(C(=O)N3CCN(c4ccc(F)cc4)CC3)sc2n1	0.3	-0.1	-0.7	-3	-0.8	-1	-1.6	4	0	3	-2.0
O=C(COC(=O)/C=C/c1cccc(F)c1)NC(=O)NCc1ccccc1	-0.6	-1.9	0.8	4	0.1	5	-0.6	0	2	-3	1.2
CCNC(=O)C1(C)CCCN1C(=O)c1ccc2c(c1)OCO2 (stereo not given)	0.3	1.0	-1.7	-3	1.1	-5	-1.2	9	5	2	nt
O=C(c1cccnc1)N1CCN(C/C=C/c2ccccc2)CC1	-0.2	0.0	0.7	-1	0.7	4	-1.2	-5	2	-5	2.0
COc1ccc(Cc2nn3c(-c4cc(OC)c(OC)c(OC)c4)nnc3s2)cc1	-2.4	-0.9	-0.5	-5	-2.2	-1	-1.4	7	15	8	-1.6
O=C(NCCS(=O)(=O)c1ccc(Br)cc1)c1ccc(F)cc1	-0.5	-0.8	-2.9	4	-2.6	1	-1.1	-14	0	0	0.0
COc1ccc(C(=O)Nc2ccc(S(=O)(=O)N3CCCC3)cc2)cc1[N+](=O)[O-]	-1.0	-5.0	2.4	-9	0.4	0	-1.4	5	-1	-12	-0.5
CS(=O)(=O)c1ccc(Cl)c(NC(=O)CSc2n[nH]c(N)n2)c1	1.4	0.4	-0.3	12	0.2	-1	-0.8	-11	4	5	0.2
CCCCn1c(N)c(N(CC)C(=O)c2cc(Br)ccc2Cl)c(=O)[nH]c1=O	-1.7	0.2	0.7	-1	0.4	0	-1.3	-3	-2	-2	2.5
O=C(NNC(=O)c1ccccc1O)c1ccc(NS(=O)(=O)c2ccc(F)c(F)c2)cc1	0.6	-0.5	-0.2	-17	1.1	-2	-0.9	-9	2	3	0.5
CCCCNC(=O)c1onc(CSc2cccc(OC)c2)c1C(=O)NCCCC	-1.6	-0.6	1.5	-10	-2.0	0	-1.1	11	4	3	1.4
COC(=O)c1[nH]c2cc(OC)c(OC)cc2c1NC(=O)c1cccc(OC)c1	0.0	-1.8	2.6	-21	-3.7	4	-1.2	5	1	-3	-1.2
CCOC(=O)C1CCCN(c2c(NCCc3cccc(C)c3)c(=O)c2=O)C1 (stereo not given)	-0.1	0.2	-0.6	12	-3.9	-1	-2.0	-13	-2	-1	0.6
Cc1ccccc1-c1ccnc2[nH]n(-c3ccccc3)c(=O)c12	0.6	-0.4	0.4	9	-1.4	0	-1.5	3	1	-2	1.1
NCCCCCc1nnc(SCc2ccc(Cl)cc2Cl)o1	-0.8	-0.3	-4.7	14	-2.4	-4	-1.3	3	7	-11	0.4
COC(=O)[C@]12CCCCC=C1N(Cc1ccc(Cl)cc1Cl)C(=O)[C@H](CC(=O)NCCCCc1ccccc1)C2	-1.3	0.8	nt	-8	-0.2	3	-1.6	6	-3	2	nt
CCCn1c(N)c(N(CCOC)C(=O)CSCC(=O)Nc2ccc(C)cc2)c(=O)[nH]c1=O	-0.4	2.0	-1.8	10	-3.0	-1	-0.1	-8	-1	1	-0.3
N#Cc1cc(C(=O)c2cc(Cl)ccc2O)cn(-c2ccccc2)c1=O	-1.5	-0.4	2.3	-5	-1.2	0	-1.4	-2	2	-4	-0.9
O=[N+]([O-])c1ccccc1/C=N/N1CCN(c2ccncc2S(=O)(=O)N2CCCCC2)CC1	-1.2	-0.6	4.5	1	2.2	0	-1.7	6	-3	0	-0.4

Next part:
SMILES	hcDAF12 agonist	DAX1 inh-1	GAA850 FXN act	sPLA2-III inh	hgDAF12 agonist	SMARCA2 act	ssDAF-12 act	ADAM10 inh	NPR1 activator	NPR2 activator	DAX1 inh-2
COc1ccc(C(=O)Cn2nnc(-c3ccccc3NC(=O)c3ccco3)n2)cc1	2.2	1.3	0.5	-11	1.6	0	-1.6	-5	-1	5	0.1
CCc1ccc(C(=O)C(C)OC(=O)Cn2[nH]c(=O)c3ccccc3c2=O)cc1 (stereo not given)	3.7	0.7	0.4	-6	0.5	-2	-1.5	-5	2	4	1.8
CCOC(=O)c1c(NC(=O)C2COc3ccccc3O2)sc(C)c1C (stereo not given)	1.2	-0.3	0.9	-1	0.4	2	-0.2	-6	-17	-8	0.9
CC(=O)NS(=O)(=O)c1ccc(NC(=O)c2cc(-c3ccc(C)c(C)c3)nc3ccccc23)cc1	4.5	0.9	-1.8	-33	2.3	4	0.3	-31	-2	-6	1.1
CCOC(=O)C1C(=O)C=C(c2cccs2)CC1c1ccccc1C (stereo not given)	-3.2	-0.1	0.5	-8	-1.3	1	-1.7	-3	-8	-8	-0.4
Cc1ccc(C(=O)Nc2ccccc2C(=O)NCC2CCCO2)cc1 (stereo not given)	-1.8	-0.6	0.5	1	2.2	-1	-1.3	-1	-2	4	-0.5
Cc1occc1-c1nnc(SCC(=O)NC2CCCCC2C)o1 (stereo not given)	-2.2	-1.4	-3.6	8	0.2	-3	-0.7	-2	4	6	-0.9
CCC(=O)NC(/C=C/c1ccccc1)c1cc([N+](=O)[O-])c2cccnc2c1O (stereo not given)	4.2	-0.1	nt	-2	1.7	0	0.1	8	0	-1	nt
Cc1nnc(C)n1/N=C/c1c(O)ccc2ccccc12	0.5	-0.1	-0.3	1	3.5	2	-0.7	1	3	-2	2.0
O=C(CCS(=O)(=O)c1cccc2nonc12)N1CCOCC1	0.5	0.3	-0.6	6	1.6	-2	-1.1	-10	1	2	0.6
OC(c1ccccc1)(c1ccccc1)C1CCN(CCCOc2ccc(-c3cncnc3)cc2)CC1	-2.1	2.6	nt	-32	1.7	5	-1.0	-9	-18	-31	nt
CN(C)CCN1CCN(C2CN(Cc3cn(Cc4cccc(C(F)(F)F)c4)nn3)S(=O)(=O)C2)CC1 (stereo not given)	1.4	-1.0	nt	0	0.3	-3	-1.3	-11	-1	3	nt
CC1CCN(C(=S)c2ccc(O)cc2)CC1	1.7	-0.2	3.0	-2	1.4	0	-1.1	3	1	-3	-0.4
O=S(=O)(Nc1nc2ccc(S(=O)(=O)N3CCCCC3)cc2s1)c1ccccc1	1.2	0.5	0.9	-45	1.0	0	-1.0	5	2	0	1.1
COc1ccc2ccccc2c1/C=N/Nc1ccc(Cl)c(C(=O)O)c1	0.2	-0.3	3.2	-15	-2.5	1	-1.1	-5	3	-1	1.9
CCOc1ccccc1/C=C\c1nc(O)c([N+](=O)[O-])c(=O)[nH]1	-1.5	0.1	-0.8	-4	2.7	0	-1.4	-4	4	2	-0.7
CC(NC(=S)Nc1ccc(Cl)cc1Cl)C(c1cccs1)N1CCCC1 (stereo not given)	-0.8	-0.6	0.5	9	0.8	-3	-0.5	8	-4	3	0.0
Cc1nn(C)c(Sc2ccccn2)c1[N+](=O)[O-]	-2.1	0.0	2.1	0	-0.7	1	-0.8	3	3	3	nt
FC(F)(F)Oc1ccccc1-c1nnc(-c2cccc(C(F)(F)F)c2)o1	0.1	0.8	1.0	-3	-2.3	-5	-1.8	2	-4	-3	0.3
Cc1ccc(NC(=O)c2ccccc2CCc2ccccc2)c(C)c1	-0.3	-0.3	2.1	4	2.1	-4	-1.2	3	-5	-4	0.0
CC(C)c1ccc(NC(=O)CCCN2C(=S)NC(C)(C)CC2C)cc1 (stereo not given)	-1.3	-0.4	0.5	6	0.7	-2	-2.2	3	-1	1	-0.1
N#Cc1cccc(NC(=O)CN2CCN(Cc3ccccc3)CC2)c1	-2.4	-0.1	-0.3	3	0.8	-3	-1.5	-6	2	1	-0.4
COc1ccc(Cn2c(=O)[nH]c3cc(C(=O)N4CCN(Cc5ccccc5)CC4)ccc3c2=O)cc1	-1.8	-1.8	-2.5	-8	-2.5	1	-1.9	1	-2	5	-3.1
COc1ccccc1-n1c(SCC(=O)NCc2ccc3c(c2)OCO3)nc2cc([N+](=O)[O-])ccc21	-2.9	-0.6	4.7	7	-4.2	0	-1.6	10	-8	-12	-1.7
O=C1NC(=S)SC1=Cc1ccc(F)cc1	0.9	-0.6	2.8	-26	1.6	3	-0.9	1	-2	-7	2.8

Later entries.
SMILES	hcDAF12 agonist	DAX1 inh-1	GAA850 FXN act	sPLA2-III inh	hgDAF12 agonist	SMARCA2 act	ssDAF-12 act	ADAM10 inh	NPR1 activator	NPR2 activator	DAX1 inh-2
CCN(C(=O)[C@@H](C)[C@@H](O)c1ccc(Cl)cc1)c1ccccc1	-1.5	-1.7	nt	10	-3.5	-2	-1.3	-3	-3	-9	nt
CCOc1ccc(NC(=O)CSc2nnc(-c3ccccc3Cl)n2Cc2ccco2)cc1	-1.8	-0.7	-1.4	-22	-2.8	-2	-1.5	5	0	-2	-0.8
Cc1c(NC(=O)CCc2ccccc2)cccc1[N+](=O)[O-]	1.2	-0.1	1.2	-3	1.0	-1	-1.7	2	-2	2	0.2
Cc1ccc(NS(=O)(=O)c2ccc(NC(=O)c3ccc(Br)o3)cc2)c(C)c1	-1.4	-1.7	4.3	-41	-2.7	-6	-1.4	23*	-1	-5	-1.6
CCC(C)c1ccc(OCCN2CCCC2)cc1 (stereo not given)	0.0	0.1	0.2	-2	2.5	9.2*	-1.1	6	3	-1	-0.4
O=[N+]([O-])c1ccc(N2N=C(c3ccco3)CC2c2ccccc2)cc1 (stereo not given)	0.3	-0.6	1.1	23*	0.9	1	-0.8	14	-8	-11	-0.7
CC(=O)N1CCCN(C(=O)C2CCN(c3ncnc4c3sc3cccc(F)c34)CC2)CC1	0.5	-1.5	nt	3	2.1	-2	-1.6	-67	1	-1	nt
COC(=O)C[C@@H]1CC[C@@H]2[C@@H](COc3ccc(NC(=O)Nc4ccc(F)cc4)cc3C(=O)N2C)O1	0.6	-1.2	nt	-9	0.7	-3	-0.2	-1	-2	-3	nt
NC(=O)c1ccccc1NC(=O)COC(=O)C1(c2ccccc2)CC1	0.7	-0.7	2.3	1	-0.5	-1	-1.2	-10	-6	-2	0.2
Cc1ccc2c(c1)nnn2C1CCN(C(=O)Nc2ccccc2C)CC1	-0.6	-0.4	0.9	-1	-3.7	5	-0.8	4	0	-1	-0.1
